DAX1 inh-1: inhibitors of human orphan nuclear receptor DAX1 (NR0B1); P51843; HEK293 Gal4-DAX1 luciferase reporter, luminescence; inhibition, % at 6.75 µM; 0.99% of 340,000 active; AID 504766;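 active means inhibition above the mean over all tested compounds plus 3 SD, cut at about 4.2% in these data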;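 further: 0% = DAX1-transfected cells with DMSO and 100% = empty-vector control cells with DMSO; inhibition shows as a rise in luminescence from relieved DAX1 repression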
Target sequence (P51843 207-470 limits assumed): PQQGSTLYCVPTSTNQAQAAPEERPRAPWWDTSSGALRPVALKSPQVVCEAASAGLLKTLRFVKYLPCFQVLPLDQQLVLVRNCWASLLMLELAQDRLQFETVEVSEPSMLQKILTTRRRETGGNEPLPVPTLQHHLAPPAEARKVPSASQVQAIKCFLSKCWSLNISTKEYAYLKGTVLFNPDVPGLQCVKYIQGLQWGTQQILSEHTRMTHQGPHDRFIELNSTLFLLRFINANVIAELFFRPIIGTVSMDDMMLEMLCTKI
Rev-erbA mod: modulates human Rev-erb alpha binding to DNA; P20393; Rev-erbα–FITC-DNA binding, fluorescence polarization, 90 min; activity, % at 10 µM; 0.79% of 370,000 active;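 active means activity above about 14%, limit read from the data; passing the limit was not always enough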;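 further: 0% = DMSO wells with 35 nM protein and 100% = DMSO wells with 750 nM protein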
GAA850 FXN act: frataxin GAA850 promoter activation. HEK293 lucGAA850 FXN promoter luciferase reporter, 24 h; percent of 10 µM SAHA response. activation, % at 6 µM. 0.56% of 360,000 active. AID 540364;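 active means activation above the average of all compounds screened plus 3 SD, cutoff fixed separately per campaign, cut at about 7.5% in these data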;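 further: 0% = DMSO wells and 100% = 10 µM SAHA wells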
hcDAF-12 act: activators of H. contortus DAF-12 nuclear receptor | AID 652067 | 1.4% of 370,000 active | HEK293 hcDAF-12 lit1-tk-luc reporter, luminescence; 0% DMSO, 100% Δ7-dafachronic acid | activation, % at 6.8 µM;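 active means activation above the mean of all tested compounds plus 3 SD, cut at about 5.5% in these data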;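 further: 100% = response to 3 µM Δ7-dafachronic acid high control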
HGIII-sPLA2 inh: Blocks human group III sPLA2 activity. inhibition, % at 12.2 µM. QFRET BODIPY PC-A2 liposome hydrolysis, fluorescence. Q9NZ20. 0.56% of 370,000 active. AID 743126;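 active means inhibition above mean plus 3 SD of compounds lying within the high and low control bounds, cut at about 19% in these data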;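 further: 0% = median of test compound wells and 100% = no enzyme DMSO wells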
Target sequence (Q9NZ20 whole entry, looked up): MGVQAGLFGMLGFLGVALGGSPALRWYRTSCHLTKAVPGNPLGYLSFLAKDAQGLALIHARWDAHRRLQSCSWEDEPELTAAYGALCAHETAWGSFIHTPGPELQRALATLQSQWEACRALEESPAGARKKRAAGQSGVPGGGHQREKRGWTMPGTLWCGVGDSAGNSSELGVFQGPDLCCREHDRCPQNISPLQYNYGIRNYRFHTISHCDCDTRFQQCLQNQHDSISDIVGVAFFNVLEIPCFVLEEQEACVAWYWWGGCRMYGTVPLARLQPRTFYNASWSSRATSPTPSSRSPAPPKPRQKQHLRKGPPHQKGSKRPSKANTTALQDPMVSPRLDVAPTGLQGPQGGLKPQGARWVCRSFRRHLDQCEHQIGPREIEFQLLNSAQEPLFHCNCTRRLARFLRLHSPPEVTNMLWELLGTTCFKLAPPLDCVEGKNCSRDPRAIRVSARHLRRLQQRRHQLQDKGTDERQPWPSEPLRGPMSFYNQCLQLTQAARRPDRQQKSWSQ
PG9 Ab binder: PG9 antibody binding by small molecule; TR-FRET gp120-PG9 antibody binding; inhibition, % at 6.7 µM; 0.43% of 360,000 active; in the data active means inhibition above about 8.5%
ssDAF-12 act: activators of S. stercoralis DAF-12 nuclear receptor | HEK293 ssDAF-12/GRIP1 lit1-tk-luc reporter, luminescence; % of 3 µM dafachronic acid response | 1% of 370,000 active | AID 652126 | activation, % at 6.8 µM;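 active means activation above the mean over all tested compounds plus 3 SD, cut at about 0.9% in these data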;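 further: 0% = DMSO-only wells and 100% = 3 µM delta7-dafachronic acid wells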
PLCb3 inh: blocks human PLC-beta3 enzyme activity; 0.18% of 370,000 active; Purified PLC-beta3, fluorogenic substrate, fluorescence; inhibition, % at 12.2 µM; in the data active means inhibition above about 11%;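 further: 0% = median of compound wells on plate and 100% = full blocker control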
hgDAF-12 ag: hgDAF-12 agonism, primary luciferase screen; 1.8% of 370,000 active; activation, % at 6.8 µM; HEK293 GAL4-hgDAF12 UAS-luciferase reporter, agonist luminescence; normalized to butyrate control;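 active means activation above a cutoff set at the mean of all screened compounds plus 3 SD, cut at about 10% in these data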;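 further: 0% = DMSO wells and 100% = sodium butyrate wells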
DAX1 inh-2: blocks DAX1 repression of SF-1 activated StAR promoter | HEK293T StAR-luciferase reporter, SF-1/DAX-1 repression relief | inhibition, % at 6.8 µM | 1.1% of 370,000 active | AID 652010;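 active means inhibition above the mean over all tested compounds plus 3 SD, cut at about 3.6% in these data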;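 further: 0% = DAX-1 cells with DMSO and 100% = cells lacking DAX-1 with DMSO; higher inhibition means more luminescence from relief of DAX-1 repression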
SMARCA2 activ: SMARCA2 function activation, primary screen. MG213 cells, MMTV-luciferase reporter, dexamethasone, overnight. activation, % at 9.1 µM. 1% of 370,000 active. AID 652017; in the data active means activation above about 7.8%;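 further: 0% = vehicle wells and 100% = reference activator wells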
Active calls of the source: *; i = inactive; nt = not tested or not shown.

SMILES | DAX1 inh-1 | Rev-erbA mod | GAA850 FXN act | hcDAF-12 act | HGIII-sPLA2 inh | PG9 Ab binder | ssDAF-12 act | PLCb3 inh | hgDAF-12 ag | DAX1 inh-2 | SMARCA2 activ
Cc1cc(C(=O)OCC(=O)Nc2ccccc2[N+](=O)[O-])c2ccccc2n1 | -1.4 | 3.9 | 1.1 | 4.3 | 6.5 | 0.3 | -0.7 | 4.8 | 0.5 | 0.1 | 0.6
CCN(CC)S(=O)(=O)c1ccc(N2CCOCC2)c(NC(=O)c2c3c(nc4ccccc24)CCC3)c1 | -2.0 | -21.3 | 4.3 | 5.4 | 1.5 | -0.8 | -1.6 | -1.8 | -3.3 | -0.7 | -1.9
O=C(NCc1ccccc1F)C1CCCN(C(=O)Nc2ccccc2)C1 (centres undefined) | -0.5 | 4.2 | -2.2 | -0.4 | 1.9 | -1.0 | -0.7 | 4.3 | -2.0 | 1.0 | -0.4
CCN(CC)C(=O)c1cccc(NC(=O)c2ccccc2OCc2c(C)noc2C)c1 | 0.6 | 5.6 | -0.6 | -0.6 | -3.0 | -2.1 | -1.3 | -6.7 | 1.6 | 0.3 | -4.5
COCCNC(=O)Cn1cnc2sc(C)c(S(=O)(=O)N3CCN(c4ccccc4OC)CC3)c2c1=O | -0.4 | -3.8 | 0.3 | 1.1 | -4.8 | -0.8 | -1.0 | -2.4 | -1.5 | -0.5 | -1.9
CN(c1nc2ccccc2[nH]c1=O)C1CCCCC1 | 1.2 | 14.9 | 3.2 | 0.1 | 1.8 | 1.7 | -0.7 | -12.4 | -0.7 | -0.2 | -2.5
CC(=O)c1ccc(NC(=O)c2ccc(-n3cnnn3)cc2)cc1 | -0.6 | 4.6 | -1.0 | -0.7 | -3.0 | 17.0* | -1.2 | -3.5 | -2.5 | -1.0 | 0.3
Cc1cc(C)c(C)c(S(=O)(=O)Nc2ccc(C(N)=O)cc2)c1C | -0.7 | -4.9 | 1.2 | -2.4 | -2.0 | 2.2 | -1.3 | -1.3 | -7.1 | -0.4 | -2.9
O=C(CCc1nc(-c2ccccc2F)no1)NC1CCN(Cc2ccccc2)CC1 | -0.7 | 0.1 | -2.0 | -1.4 | -8.8 | 2.2 | -1.4 | -0.5 | -2.0 | -0.5 | -2.9
CC(C)CN(Cc1c(O)ccc2c(=O)c(-c3ccccc3)coc12)CC(C)C | -0.2 | -1.1 | -0.2 | -1.3 | 2.0 | -0.3 | -0.8 | -134.4 | -0.8 | 0.0 | 4.7
OC(CCN1CCOCC1)c1ccccc1 (centres undefined) | 2.4 | -0.9 | -1.3 | -0.6 | 1.3 | -0.3 | -1.7 | -0.7 | -0.1 | 0.7 | -1.5
O=C(CCc1nc2sc3c(c2c(=O)[nH]1)CCCC3)Nc1cccc(Cl)c1 | -0.8 | 30.3* | 0.3 | -0.4 | -4.1 | 36.0* | -0.9 | -19.4 | 1.2 | 0.9 | 0.2
CCc1ccc(S(=O)(=O)N2CCCC(N3CCN(c4ccc(OC)cc4)CC3)C2)cc1 (centres undefined) | -0.6 | -0.8 | 0.3 | -2.4 | -2.1 | -1.2 | -1.4 | -7.0 | 2.2 | -2.0 | -2.2
COc1ccc(C(CNC(=O)COc2ccc(C)c(C)c2)N2CCCCC2)cc1 (centres undefined) | 1.7 | 3.6 | 3.2 | -2.2 | -1.6 | -1.8 | -1.1 | -4.1 | 0.1 | -0.6 | 2.2
CCOc1ccc(/C=C(/NC(=O)c2ccccc2)C(=O)NCCC(=O)O)cc1 | 0.2 | -3.7 | 0.3 | -0.9 | 0.8 | 1.0 | -1.2 | 0.5 | 1.1 | -0.1 | -1.4
CCOC(=O)c1c(CSc2ccccc2)n(C)c2ccc(O)cc12 | -1.4 | -1.6 | 2.5 | -4.2 | -4.7 | -0.3 | -2.1 | -11.3 | -4.9 | -1.1 | 0.7
COc1[nH]c(/N=C/c2ccccc2)c(C#N)c1C#N | 0.2 | -2.0 | 1.7 | -2.1 | -21.0 | -1.5 | -0.1 | -106.5 | -0.9 | -0.8 | 1.6
COCCNC(=O)C1CCCN(C(=O)c2cccnc2Oc2ccccc2)CC1 (centres undefined) | nt | 3.8 | 1.4 | -0.7 | 10.8 | -0.3 | -0.9 | 5.2 | -1.6 | 0.4 | -1.5
C=C1CCN([C@@H](Cc2ccccc2)C(=O)N2CCOCC2)S(=O)(=O)c2ccccc21 | 1.5 | 2.4 | 3.4 | -1.1 | 0.2 | 0.9 | -1.2 | 3.4 | -0.4 | -0.1 | 1.1
CS(=O)(=O)Nc1ccc(S(=O)(=O)N2CCOCC2)cc1 | 1.6 | 8.2 | 0.5 | -0.6 | -6.7 | -0.2 | -0.7 | 1.6 | -0.1 | -0.2 | 0.2
COc1ccc(C(CNC(=O)c2ccc3c(c2)OCCO3)N(C)C)cc1 (centres undefined) | 0.5 | 2.9 | 2.4 | -0.4 | -1.4 | -0.9 | -0.9 | -8.1 | 0.3 | 0.4 | 2.5
N#C[C@@H]1N[C@H](CO)[C@@H]1c1ccccc1 | nt | -3.0 | nt | -1.7 | 1.6 | nt | -2.0 | -1.1 | 1.7 | 0.3 | -2.4
Cc1noc(NS(=O)(=O)c2ccc(NC(=O)c3nn(-c4ccc(F)cc4)ccc3=O)cc2)c1C | 0.2 | -8.4 | -1.1 | -1.4 | -4.5 | -3.2 | -1.2 | -2.1 | -1.0 | 2.2 | -1.1
Cc1oc2c(c(C)cc3oc(=O)c(CC(=O)NCC(=O)NCC(=O)NCC(C)O)c(C)c32)c1C (centres undefined) | 0.4 | -4.3 | 0.3 | 1.4 | 5.3 | 1.6 | -0.5 | i | -2.8 | -0.5 | -2.7
CCOc1cccc(NC(=O)C(Cc2cccs2)c2nn[nH]n2)c1 (centres undefined) | -0.2 | -2.6 | -0.9 | -1.7 | -5.0 | 0.1 | -0.9 | -1.2 | -1.5 | -0.2 | -3.7
CSCC[C@@H](C(=O)NCCCCCCCCCCC(=O)N1CCN(C(=O)OC(C)(C)C)CC1)n1cc(CCO)nn1 | -1.8 | 1.4 | -2.5 | -3.3 | -12.9 | -1.2 | -1.3 | 1.6 | -4.0 | -1.1 | -1.4
Cc1cccc(-n2ncc3c2CCCC3NC(=O)CCc2cccnc2)c1C (centres undefined) | -0.8 | -7.1 | 0.4 | -2.8 | 5.2 | 0.4 | -0.8 | -10.0 | -4.1 | -3.1 | -3.9
COc1cc(/C=C/C(=O)OCC(=O)N2CCCc3ccccc32)ccc1OC(F)F | -0.6 | -0.8 | 0.3 | -0.4 | -20.8 | 0.2 | -0.7 | -18.6 | -2.5 | -0.2 | -0.4
Cc1cc(-c2ccc(S(=O)(=O)N3CCN(c4cccc(C)c4C)CC3)s2)on1 | 0.1 | 2.0 | -0.5 | 0.3 | -3.9 | -2.5 | -1.3 | -3.4 | 1.3 | -0.8 | 2.6
Cc1ccc(NC(=O)Cn2ncn3c(cc4ccccc43)c2=O)cc1F | 0.2 | 0.2 | 1.3 | 0.7 | -5.2 | -3.0 | 0.2 | -13.8 | 3.4 | 0.0 | -3.1
O=C(NNC(=S)NCC1CCCO1)c1ccc(S(=O)(=O)N2CCOCC2)cc1 (centres undefined) | 0.4 | -5.4 | -0.4 | -1.1 | 6.4 | -0.4 | -1.3 | -10.8 | -1.8 | -0.9 | -1.6
COc1ccc(CNC(=O)C/C(C)=N/NC(=O)COc2cccc(C)c2)cc1 | -0.8 | -0.4 | 1.0 | 0.5 | -4.2 | 1.0 | -1.3 | -0.1 | 1.3 | -0.3 | 4.1
COc1ccc(-n2c(-c3ccc(Br)cc3)c[n+]3c2SC(C)C3)cc1 (centres undefined) | 0.9 | -5.7 | -2.0 | -4.0 | -0.5 | -0.3 | -2.1 | -5.6 | 2.2 | -2.4 | -6.6
CCOC(=O)c1cc(-c2ccccc2)n(CCC(=O)NC(C)CC)c1C (centres undefined) | -0.5 | -3.6 | 0.5 | -3.1 | 4.1 | 1.9 | -1.8 | 1.3 | 0.2 | -1.1 | -2.8
Cc1ccc2cc(COC(=O)c3cccc([N+](=O)[O-])c3)c(=O)[nH]c2c1 | 4.5* | 5.8 | 1.0 | 1.1 | -1.3 | -3.1 | 0.0 | -14.4 | -1.0 | 0.5 | 0.7
CCOC(=O)c1[nH]c2ccccc2c1NC(=S)Nc1cccc(C)c1C | 1.6 | -4.2 | 4.1 | 6.2* | 4.7 | -2.5 | 0.5 | -30.2 | 0.0 | 0.8 | -1.1
O=C(Nc1ccc(F)c(Cl)c1)C1CCN(c2ncnc3c2nc2n3CCCCC2)CC1 | 0.7 | -3.5 | -0.1 | 0.4 | -3.1 | 0.1 | -0.5 | -6.2 | -0.5 | -0.7 | 0.9
CCOc1cc(/C=N/NC(=O)COc2ccc(Cl)cc2)ccc1OS(=O)(=O)c1ccccc1 | -1.2 | 3.8 | 2.0 | -2.6 | 2.9 | -2.0 | -1.7 | 2.5 | -2.0 | -0.1 | -2.4
O=C(COc1ccccc1)NC1CCS(=O)(=O)C1 (centres undefined) | 2.0 | -1.2 | 1.5 | -1.1 | 4.8 | 2.3 | -0.6 | -4.8 | -2.4 | -0.4 | -4.7
COc1ccc(CNC(=O)C2CCCN(S(=O)(=O)c3c(C)nn(C)c3C)C2)cc1 (centres undefined) | -0.1 | 6.2 | 1.5 | -1.3 | 2.0 | -0.1 | -1.6 | 6.0 | -2.7 | 0.3 | -0.5
O=C(Nc1ccccc1)OCCOc1cccc(Br)c1 | -0.2 | 7.5 | 1.4 | -1.4 | -3.2 | 1.5 | -1.5 | -5.5 | 2.4 | -0.4 | 0.7
O=C(C1CCCN(Cc2ccc(Cl)cc2)C1)N1CCCCC1 (centres undefined) | -0.9 | 2.3 | -0.8 | -2.6 | -1.3 | -2.6 | -1.6 | -0.9 | -2.9 | -0.1 | -3.7
Cc1nc(C)c(-c2ccc(SCC(=O)Nc3ccc(F)cc3F)nn2)s1 | -0.8 | -0.2 | 0.1 | -4.0 | -2.8 | -1.6 | -1.0 | -5.5 | -2.9 | -2.4 | -2.7
Cc1ccc(S(=O)(=O)N2CCN(C(=O)CCN3C(=O)c4ccccc4C3=O)CC2)cc1C | -0.2 | 1.8 | 0.5 | -0.9 | -6.2 | 0.2 | -1.8 | -0.5 | -1.4 | 0.6 | -0.8
CN1CCN(c2ncnc3c2ncn3[C@H]2CN(Cc3ccncc3)C[C@@H](CO)O2)CC1 | nt | -4.2 | 0.9 | -1.4 | 9.8 | 5.3 | -0.1 | 0.6 | -0.4 | 0.3 | -2.8
COc1ccc(Cl)cc1C(=O)NCCCN1CCOCC1 | -0.7 | -0.8 | 0.4 | 2.4 | 4.1 | -1.9 | -1.4 | -5.1 | 1.5 | 0.3 | 3.4
COc1cccc(CN2CCN(Cc3ccc(C#CC(C)(C)O)s3)CC2CCO)c1 (centres undefined) | -0.6 | 2.3 | -2.3 | 0.1 | -10.2 | -1.9 | -1.8 | 5.0 | -0.3 | 0.0 | -1.9
Nc1c(-c2ccccc2)cnc2c(-c3ccccc3)cnn12 | 4.8* | -4.0 | 8.4* | 11.2* | 0.4 | -2.7 | 1.3* | -142.7 | 19.7* | 4.9* | 7.3

Bioassay records (PubChem)
